Screens: PubChem, several laboratories
BCLXL inh – inhibitors of human Bcl-xL, primary screen, biochemical, fluorescence polarization, HTS. Bcl-2-like protein 1 (Homo sapiens), Q07817. GST-Bcl-xL / FITC-Bim BH3 peptide fluorescence polarization. inhibition, % at 10.9 µM. 0.7% of 320,000 active;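 active means inhibition above the mean of all tested compounds plus 3 SD, cutoff set per campaign, cut at about 30% in these data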;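 further: 0% = DMSO wells and 100% = unlabeled Bim-BH3 peptide competitor; inhibitors lower millipolarization by displacing the labeled peptide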
Target sequence (Q07817 whole entry, looked up): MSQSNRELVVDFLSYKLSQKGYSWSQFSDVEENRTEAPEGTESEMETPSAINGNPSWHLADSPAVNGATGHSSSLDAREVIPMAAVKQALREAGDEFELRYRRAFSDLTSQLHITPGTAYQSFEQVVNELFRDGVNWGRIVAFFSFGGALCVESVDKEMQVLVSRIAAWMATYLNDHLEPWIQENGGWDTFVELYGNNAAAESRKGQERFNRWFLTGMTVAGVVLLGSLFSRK
AHR act – AHR activators, primary screen, cell-based, luminescence, luciferase reporter, human; Aryl hydrocarbon receptor (Homo sapiens), P35869; AHR-responsive luciferase reporter cells; activation, % at 5 µM; 2.5% of 320,000 active; AID 2796, 2010; in the data active means activation above about 47%;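 further: 0% = vehicle wells and 100% = reference agonist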
GLD-1 RNA inh – GLD-1/TGE RNA complex disruptors, primary screen, biochemical, fluorescence polarization; Female germline-specific tumor suppressor gld-1 (Caenorhabditis elegans), Q17339; purified GLD-1 + fluorescein TGE RNA; inhibition, % at 5.96 µM; 0.44% of 320,000 active; AID 2280, 2010;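 active means percent inhibition above a per-plate cutoff, the plate mean of test compounds plus 3 SD, cut at about 30% in these data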;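 further: 0% = DMSO wells with GLD-1 and probe and 100% = wells lacking GLD-1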
Target sequence (Q17339 whole entry, looked up): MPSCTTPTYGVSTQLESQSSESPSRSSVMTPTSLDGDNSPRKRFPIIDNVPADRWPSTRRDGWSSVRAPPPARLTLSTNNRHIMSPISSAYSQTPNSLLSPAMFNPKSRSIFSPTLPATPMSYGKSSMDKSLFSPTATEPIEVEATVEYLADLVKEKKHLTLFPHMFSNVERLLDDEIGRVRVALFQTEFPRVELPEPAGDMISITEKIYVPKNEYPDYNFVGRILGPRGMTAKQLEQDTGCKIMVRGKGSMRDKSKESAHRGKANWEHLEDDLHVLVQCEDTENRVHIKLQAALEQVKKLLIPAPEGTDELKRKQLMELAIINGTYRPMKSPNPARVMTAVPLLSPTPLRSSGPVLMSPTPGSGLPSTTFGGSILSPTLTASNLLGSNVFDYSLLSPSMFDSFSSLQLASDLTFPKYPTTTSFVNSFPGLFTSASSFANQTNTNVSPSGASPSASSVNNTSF
pPAFAH inh – pPAFAH enzyme inhibitors, primary screen, biochemical, fluorescence polarization, human; recombinant pPAFAH, FP-rhodamine probe fluorescence polarization; inhibition, % at 3.39 µM; AID 463082, 2010; 1.5% of 330,000 active;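 active means inhibition above the mean inhibition across the screen plus 3 SD, cut at about 25% in these data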;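 further: inhibitors block binding of the rhodamine activity-based probe so polarization drops; 0% = enzyme with DMSO and 100% = wells lacking pPAFAH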
Fam108B counter – mouse Fam108B serine hydrolase inhibitors, primary screen, counter-screen for RBBP9 inhibitor project, biochemical, fluorescence polarization; AID 1947, 2009; inhibition, % at 9.51 µM; recombinant Fam108B, FP-Rh probe fluorescence polarization; 0.33% of 300,000 active;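 active means inhibition above the screen mean inhibition plus 3 SD, computed separately per campaign, cut at about 18% in these data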;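 further: inhibitors lower polarization as less probe binds the enzyme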
PAFAH1B2 FP inh – PAFAH1B2 enzyme inhibitors, primary screen, biochemical, fluorescence polarization, human; 1.2% of 340,000 active; Platelet-activating factor acetylhydrolase IB subunit alpha2 (Homo sapiens), P68402; recombinant PAFAH1B2, FP-rhodamine activity probe; inhibition, % at 3.39 µM;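 active means inhibition above the mean of all tested compounds plus 3 SD, cut at about 24% in these data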;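 further: 0% = enzyme with DMSO and 100% = wells lacking PAFAH1B2; many of its hits are not listed in these tables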
PME-1 inh – PME-1 inhibitors via competitive probe labeling, primary screen, biochemical, fluorescence polarization, FP-Rh probe, HTS. Protein phosphatase methylesterase 1 (Homo sapiens), Q9Y570. inhibition, % at 5.9 µM. 0.53% of 320,000 active. recombinant PME-1;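 active means inhibition above the campaign mean of all compounds plus 3 SD, cut at about 26% in these data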;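 further: competitive labeling of PME-1 active site by serine hydrolase directed probe; 0% = PME-1 with DMSO and 100% = wells lacking PME-1 enzyme; inhibitors block probe labeling so polarization falls and inhibition rises; many of its hits are not listed in these tables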
MEX-5 binding – MEX-5 zinc finger RNA-binding disruptors – biochemical, C. elegans, fluorescence polarization, MLPCN library, primary screen; MEX-5/FITC-TCR2 RNA binding; stronger effect = lower value; activity score (negative = inhibition of binding), % at 10 µM; 0.38% of 300,000 active; AID 1832, 2009;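 active means inhibition past about -25% in most replicates, and total fluorescence under double the plate's negative control median, limit read from the data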;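 further: 0% = DMSO and -100% = 5 µM competing unlabeled TCR2 RNA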
MCL1 BIM primary – inhibitors of MCL1 binding to BIM-BH3, primary screen, biochemical, fluorescence polarization; inhibition, % at 10.9 µM; GST-MCL1 / FITC-Bim-BH3 fluorescence polarization; 0.68% of 320,000 active;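 active means inhibition above the mean inhibition of all tested compounds plus 3 SD, set per campaign, cut at about 40% in these data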;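 further: 0% = DMSO wells and 100% = unlabeled Bim-BH3 peptide control; higher means more loss of mP so more displacement of Bim peptide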
Target sequence (Q07820 whole entry, looked up): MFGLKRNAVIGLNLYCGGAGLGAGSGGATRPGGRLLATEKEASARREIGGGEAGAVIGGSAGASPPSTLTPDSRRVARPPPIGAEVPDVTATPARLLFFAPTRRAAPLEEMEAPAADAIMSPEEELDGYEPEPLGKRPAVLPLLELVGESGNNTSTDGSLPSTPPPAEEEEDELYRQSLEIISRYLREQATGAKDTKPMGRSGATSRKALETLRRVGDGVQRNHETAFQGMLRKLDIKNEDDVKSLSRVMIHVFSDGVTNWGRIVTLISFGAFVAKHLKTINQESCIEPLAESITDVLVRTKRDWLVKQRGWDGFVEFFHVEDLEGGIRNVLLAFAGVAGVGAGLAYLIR
* hit, by the source's call; / = not tested or not shown. The list is partial; count on the stated rates, not on these rows.

Values run as follows: BCLXL inh	AHR act	GLD-1 RNA inh	pPAFAH inh	Fam108B counter	PAFAH1B2 FP inh	PME-1 inh	MEX-5 binding	MCL1 BIM primary
> CCOC(=O)C1CCCN(C2=NC(=O)/C(=C/c3ccc(O)c(OCC)c3)S2)C1 (stereo unspecified)
    -5	1	-87	5	-2	6	3	48	-16
> CC12CN3CC(C)(CN(C1)C3c1ccc(Cl)cc1Cl)C2=O (stereo unspecified)
    1	2	4	-5	2	0	4	0.5	1
> Cc1ccc(S(=O)(=O)N2CCOCC2)cc1NC(=O)COC(=O)c1ccc2c(c1)OCO2
    -1	0	5	1	-3	-1	10	-0.1	-9
> COc1ccc(-c2csc(NCCc3nc4cc(C(=O)NCCCO)ccc4n3Cc3ccc(C)cc3)n2)cc1
    -10	7	-13	14	-6	-2	-2	5.4	-21
> Cc1ccccc1NC(=O)C(=O)NCC1CCCN1S(=O)(=O)c1cccs1 (stereo unspecified)
    2	-7	1	11	3	3	0	2.3	1
> COc1ccc(Cc2nnc(N/N=C(\C)c3ccccc3)[nH]c2=O)cc1OC
    4	4	-1	4	-3	1	0	1.5	8
> CCOc1ccc(N2C(=O)CC(N)C2=O)cc1 (stereo unspecified)
    -1	1	2	1	3	3	4	0.4	-13
> CCc1nnc(NC(=O)c2cc([N+](=O)[O-])ccc2N2CCOCC2)s1
    -1	-3	3	1	-3	1	3	0.8	-1
> CC1CC1C(=O)OCC(=O)Nc1ccccc1Oc1ccccc1 (stereo unspecified)
    4	-1	-1	4	-2	2	7	-4.1	10
> COc1ccccc1C(=O)NC(=O)COC(=O)CN1C(=O)NC(C)(C)C1=O
    1	8	-8	-10	3	3	-1	-1.3	0
> C[C@@H]1NC(=O)[C@H](CC(N)=O)NC(=O)c2cc([N+](=O)[O-])cc(I)c2OCC[C@@H](C(=O)NC(CC(=O)O)C(N)=O)NC1=O (stereo partly specified)
    -1	2	-5	4	-3	/	2	/	7
> Cc1cc2[nH]c(=O)c(=O)[nH]c2cc1S(=O)(=O)NCc1ccc(Cl)cc1
    2	2	4	0	3	15	0	-1.9	1
> Cc1ccc(-c2cc(C(F)F)n3ncc(C(=O)N4CCCCC4c4cccnc4)c3n2)cc1 (stereo unspecified)
    1	4	-6	3	-5	3	-4	2.1	5
> Cc1ccc(N2NC(=O)/C(=C/c3ccc(-c4ccc(Cl)c(C(=O)O)c4)o3)C2=O)cc1
    14	0	7	15	4	0	4	-4.3	28
> CC(C)(C)c1ccc(NC(=O)CSc2nnc(-c3n[nH]c4ccccc34)o2)cc1
    -8	17	1	-27	-19	14	-48	2.9	-12

Continued.
Values run as follows: BCLXL inh	AHR act	GLD-1 RNA inh	pPAFAH inh	Fam108B counter	PAFAH1B2 FP inh	PME-1 inh	MEX-5 binding	MCL1 BIM primary
> CCN(CC(=O)N1CCN(C)CC1)S(=O)(=O)c1ccc(Cl)cc1
    -1	-2	-4	2	2	4	3	0.0	8
> COC(=O)[C@@H](NC(=O)NC(C)CCc1ccccc1)C(C)C (stereo partly specified)
    5	-3	5	2	0	5	-2	-4.6	0
> CC(C)CNC(=S)N1CCN(c2nc3ccccc3s2)CC1
    3	-8	7	-9	-1	3	-8	0.9	12
> CCCN=C(N)/C(C(=O)OCC)=C(\O)c1ccc(OC)cc1
    0	6	12	-2	-2	1	-12	2.4	7
> COc1ccc(C(=O)COC(=O)c2ccccn2)c(OC)c1
    /	-2	-2	11	/	2	/	/	/
> COc1ccc2c(c1)NC(C)(C)C=C2C
    5	3	5	13	3	4	11	0.3	12
> N#CC1=C(N)Oc2c(O)cc3ccccc3c2C1c1ccsc1 (stereo unspecified)
    10	4	8	10	-1	7	12	-7.0	6
> Cc1nc2ccc(NC(=O)c3ccco3)cc2nc1C
    4	10	-1	-1	-2	13	-5	-1.2	-5
> COc1cc(NC(=O)c2ccccc2)c(OC)cc1NC(=O)Cc1ccc(C)cc1
    4	14	4	2	-1	5	-1	0.7	3
> COc1cccc(C(=O)NC2CC3CCCC(C2)N3CC(=O)Nc2ccccc2)c1 (stereo unspecified)
    5	7	-4	5	-4	3	-3	4.5	3
> O=c1c2[nH]c3ccccc3c2ncn1CCN1CCOCC1
    0	23	-7	0	-9	1	3	0.4	3
> Cc1ccc(NC(=O)COc2ccc(C(=O)c3ccccc3)cc2)c(O)c1
    3	31	-1	3	1	-5	-14	-0.6	0
> CCN(CC)S(=O)(=O)c1ccc(OC)c(NC(=S)Nc2cccc(C)c2)c1
    -1	0	2	1	-3	/	0	6.1	7
> COc1ccc(OC)c(NC(=O)CSc2nnc(CNC(=O)c3cccs3)o2)c1
    0	3	2	3	3	0	-2	/	9
> CCn1ccc(C(=O)Nc2ccccc2Cl)n1
    0	3	5	-3	-9	2	-2	1.5	-1

Next section:
Values run as follows: BCLXL inh	AHR act	GLD-1 RNA inh	pPAFAH inh	Fam108B counter	PAFAH1B2 FP inh	PME-1 inh	MEX-5 binding	MCL1 BIM primary
> c1ccc(NC(c2ccccc2)c2ccncc2)cc1 (stereo unspecified)
    6	2	10	2	-3	3	1	0.1	6
> COc1ccc(CNC(=O)c2cc3cccc(O)c3oc2=N)cc1
    3	-2	-4	3	-4	7	-7	-7.0	0
> COCCNC(=S)N1CCCN(c2nc3cc(C)ccc3cc2C#N)CC1
    5	-2	4	4	3	-2	-1	0.0	7
> COC(=O)c1cc(S(=O)(=O)N2CCN(C(=O)c3ccco3)CC2)cn1C
    0	0	3	6	1	6	2	1.3	4
> Cc1cc(C)c(CN2CCC(N3CCC(C(=O)NCC4CCCO4)CC3)CC2)cc1C (stereo unspecified)
    0	1	3	5	-6	9	-3	0.3	0
> Cc1cccn2c(=O)c3cc(C(=O)NCc4ccco4)c(=N)n(CCOCCO)c3nc12
    55*	16	24	9	2	-2	-4	-7.6	43*
> O=C(O)C1CC(=O)N(c2ccc(OCc3ccccc3Cl)cc2)C1 (stereo unspecified)
    0	-2	1	3	0	-1	-2	-1.2	5
> CCc1cccc(NC(=O)CN2C(=O)NC3(CCCCCCC3)C2=O)c1
    1	0	-4	3	1	7	-1	-0.1	3
> CCN1CCN(CC(=O)Nc2nc3ccccc3s2)CC1
    4	-3	7	-4	4	0	3	-2.9	4
> CCCCn1c(CCCNC(=O)c2ccco2)nc2ccccc21
    2	1	3	5	-3	2	6	2.0	2
> Fc1ccc(-c2nnc(CSc3nnc(-c4ccc5c(c4)OCO5)o3)o2)cc1
    -2	11	0	3	1	5	-4	-2.8	2
> COc1ccc(NC(=S)NCc2ccccc2)c(OC)c1
    5	2	4	-3	3	5	1	1.4	17
> CCOc1cccc(CN2CCC(Oc3ccc(C(=O)N4CCCC4)cc3)CC2)c1
    3	0	7	5	-3	9	0	-3.3	5
> CN(C)c1ccc(C(=O)/C=C/c2ccc(Br)cc2)cc1
    0	5	-7	-5	0	2	-10	3.3	3
> CCCc1[nH]nc2c1C(c1ccc(OCCN3CCOCC3)c(OCC)c1)C(C#N)=C(N)O2 (stereo unspecified)
    0	0	0	3	1	0	6	-1.8	1

Remaining list, next part.
Values run as follows: BCLXL inh	AHR act	GLD-1 RNA inh	pPAFAH inh	Fam108B counter	PAFAH1B2 FP inh	PME-1 inh	MEX-5 binding	MCL1 BIM primary
> COc1ccc(CCC(C)Nc2ccc(F)cc2)cc1 (stereo unspecified)
    3	2	2	7	3	2	5	1.8	4
> COc1ccccc1OCC(=O)NN1Cc2ccccc2C1=N
    0	4	-3	-2	10	4	0	2.4	-1
> COc1cc(NC(=O)C(=O)NNC(=O)C2CCCCC2)c(OC)cc1Cl
    10	-1	3	1	-3	0	-6	-1.7	13
> CCn1c(COc2ccccc2)nnc1SCC(=O)C(C)(C)C
    -7	3	1	2	-5	5	-1	-1.8	-3
> CS(=O)(=O)Nc1ccccc1C(=O)NCC1(N2CCCCC2)CCCCC1
    -3	1	-5	0	-2	3	0	0.7	-5
> O=C(COc1ncnc2sccc12)NC1CCCc2ccccc21 (stereo unspecified)
    3	-4	-6	0	-4	1	0	-0.7	2
> Nc1nc(=S)c2ncn(C3OC(CO)C(O)C3O)c2[nH]1 (stereo unspecified)
    28	1	-6	10	12	10	-8	-17	82*
> Cc1ccc(NC(=O)COC(=O)C(CC(C)C)N2C(=O)C3CC=CCC3C2=O)c(C)c1 (stereo unspecified)
    6	4	-2	0	1	-1	-12	-0.3	1
> O=C(CN1C2=NCCN2c2ccccc21)c1ccc2c(c1)OCO2
    3	7	4	-6	10	1	1	-3.6	2
> C[C@H]1CN([C@@H](C)CO)C(=O)Cc2cc(NS(C)(=O)=O)ccc2O[C@@H]1CN(C)CC1CC1
    /	-1	0	1	/	6	/	/	/
> O=C(COC(=O)c1ccc[nH]c1=O)NCCc1ccc(F)cc1
    7	0	-2	3	-3	-2	0	0.5	4
> O=C(N/N=C/c1ccncc1)c1cccs1
    1	13	-3	3	0	4	3	-0.6	7
> O=C(CCNS(=O)(=O)c1ccc(Br)s1)NCc1ccc(F)cc1
    1	-1	-2	6	4	7	1	1.4	3
> O=C(CCCCCCCC(=O)c1ccccc1)c1ccccc1
    -9	-4	1	1	0	-1	4	0.5	-5
> COc1ccc(C)cc1NC(=O)c1ccoc1C
    -5	7	-1	-3	-4	-1	-4	0.4	-4

(listing goes on)
Values run as follows: BCLXL inh	AHR act	GLD-1 RNA inh	pPAFAH inh	Fam108B counter	PAFAH1B2 FP inh	PME-1 inh	MEX-5 binding	MCL1 BIM primary
> O=C(Nc1ccccc1F)NC1CC1
    4	-4	3	-1	-3	-4	0	-2.1	-5
> Cc1c(NC(=O)CN2C(=O)NC(C)(c3ccc(OC(F)F)cc3)C2=O)c(=O)n(-c2ccccc2)n1C (stereo unspecified)
    -12	4	2	0	3	2	1	-0.5	-13
> CCNc1ccccc1C(=O)O
    0	1	4	7	-1	0	3	0.1	6
> COc1ccc(CCNC(=O)CCSc2nc(-c3ccco3)cc(C(F)(F)F)n2)cc1OC
    1	-2	5	11	1	7	6	1.0	2
> Cc1ccc2c(c1)NC(=O)C(N1CCOCC1)(C(F)(F)F)O2 (stereo unspecified)
    4	-2	-4	2	-2	1	-1	-1.9	8
> COC(=O)Nc1nc(-c2cc(Cl)ccc2Cl)cs1
    6	19	3	1	1	-1	-2	0.5	5
> CC(=O)Nc1ccc(S(=O)(=O)Nc2cc(C)cn(Cc3ccccc3)c2=O)cc1
    -2	0	-2	-6	0	7	-1	-1.8	-8
> COc1cccc(/C=N/N2CCOCC2)c1O
    -2	4	6	6	-1	5	1	1.1	0
> O=C(CN1C(=O)C2CC=CCC2C1=O)NCC(=O)Nc1ccc(F)c(F)c1F (stereo unspecified)
    -8	-2	5	1	1	0	4	0.0	-2
> C=CCO/N=C(\C)c1c(O)c(C)c(-c2ccccc2)n(-c2ccccc2)c1=O
    3	0	-5	4	-1	31*	1	-0.5	0
> COc1ccc(Cl)cc1NC(=S)NNC(=O)C1(C)CC1(Cl)Cl (stereo unspecified)
    8	6	4	15	0	4	-2	0.2	6
> CC(C)CN(C(=O)COC(=O)C(C)N1C(=O)c2ccccc2C1=O)c1c(N)n(Cc2ccccc2)c(=O)[nH]c1=O (stereo unspecified)
    -12	3	10	7	-1	3	-2	-0.5	-24
